p53 PUMA act: restores mutant p53 pathway signaling in SW480 cells | SW480 PUMA-promoter luciferase, p53 mutant reactivation | activation, % at 9.98 µM | actives 1.5% (n = 28,000); in the data active = activation above about 52%; inconclusive = no clear call, values can overlap the other calls
STK33 kin inh: human STK33 kinase inhibition | ADP-Glo luminescence, MBP substrate | AID 2322 | actives 0.44% (n = 27,000) | inhibition, % at 12.5 µM; in the data active = inhibition above about 20%; inconclusive = no clear call, values can overlap the other calls
Target sequence (Q9BYT3 whole entry, looked up): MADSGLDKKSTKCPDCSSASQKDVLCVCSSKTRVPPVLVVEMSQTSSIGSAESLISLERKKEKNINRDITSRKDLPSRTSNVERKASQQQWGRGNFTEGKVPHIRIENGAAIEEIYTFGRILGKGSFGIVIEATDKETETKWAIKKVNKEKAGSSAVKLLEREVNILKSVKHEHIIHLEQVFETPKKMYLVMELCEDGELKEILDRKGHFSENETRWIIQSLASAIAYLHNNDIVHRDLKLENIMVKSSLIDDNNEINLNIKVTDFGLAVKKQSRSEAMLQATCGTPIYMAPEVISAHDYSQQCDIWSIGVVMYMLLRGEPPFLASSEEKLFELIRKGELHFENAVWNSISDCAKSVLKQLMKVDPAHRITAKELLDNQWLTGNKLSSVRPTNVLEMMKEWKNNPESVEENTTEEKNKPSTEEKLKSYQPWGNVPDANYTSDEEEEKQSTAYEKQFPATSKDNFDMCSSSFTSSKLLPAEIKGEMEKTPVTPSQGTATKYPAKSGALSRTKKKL
* = called active by the depositor; ? = inconclusive; nt = no result given. Only part of the results is shown, so the mix of outcomes need not match the whole.

The first 5 entries, ahead of the listing:
SMILES	p53 PUMA act	STK33 kin inh
Cn1c(=O)[nH]c(=O)c2c1ncn2CC(=O)NCc1ccccc1	-9.5	-1.3
COc1ccc(N(C(C)C(=O)N2CCOCC2)S(C)(=O)=O)cc1 (configuration not stated)	14.2	0.5
Cc1ccc(S(=O)(=O)NCCSc2nnnn2-c2cc(C)ccc2C)cc1	-9.0	-0.9
O=[N+]([O-])c1nn(-c2ccccc2)n(O)c1=NC1CCN(Cc2ccccc2)CC1	-60.3	-2.7
CNC[C@@H]1Oc2ccc(NS(=O)(=O)c3ccc(Cl)cc3)cc2CC(=O)N([C@@H](C)CO)C[C@@H]1C	nt	1.4

This part in full, from the start:
SMILES	p53 PUMA act	STK33 kin inh
Cn1c(=O)[nH]c(=O)c2c1ncn2CC(=O)NCc1ccccc1	-9.5	-1.3
COc1ccc(N(C(C)C(=O)N2CCOCC2)S(C)(=O)=O)cc1 (configuration not stated)	14.2	0.5
Cc1ccc(S(=O)(=O)NCCSc2nnnn2-c2cc(C)ccc2C)cc1	-9.0	-0.9
O=[N+]([O-])c1nn(-c2ccccc2)n(O)c1=NC1CCN(Cc2ccccc2)CC1	-60.3	-2.7
CNC[C@@H]1Oc2ccc(NS(=O)(=O)c3ccc(Cl)cc3)cc2CC(=O)N([C@@H](C)CO)C[C@@H]1C	nt	1.4
COc1cccc(NC(=O)CSc2nnc(-c3ccccc3F)n2-c2ccccc2)c1	-10.1	0.9
COc1cc(NC(=O)COc2ccc(Cl)cc2Cl)ccc1NC(=O)c1ccccc1Cl	16.6	0.3
C[C@@H]1CCCCO[C@H](CN(C)S(=O)(=O)c2ccc(Cl)cc2)[C@@H](C)CN([C@H](C)CO)C(=O)c2cc(NC(=O)CCC(F)(F)F)ccc2O1	-6.9	-1.9
Cc1ccc(S(=O)(=O)N(C)C[C@H]2OCCCC[C@@H](C)Oc3ccc(NC(=O)NC(C)C)cc3C(=O)N([C@H](C)CO)C[C@@H]2C)cc1	nt	-4.8
C[C@H]1CN([C@@H](C)CO)C(=O)Cc2cc(NC(=O)Nc3ccc(C(F)(F)F)cc3)ccc2O[C@H]1CN(C)C	nt	-1.2
C[C@H](CO)N1C[C@H](C)[C@@H](CN(C)S(=O)(=O)c2cccs2)Oc2ccc(NC(=O)Cn3cnnn3)cc2C1=O	3.8	nt
Cc1noc(C)c1NC(=O)N(C)C[C@@H]1OCCCC[C@@H](C)Oc2ccc(NC(=O)NC3CCCCC3)cc2C(=O)N([C@H](C)CO)C[C@@H]1C	nt	-0.4
COC(=O)Cc1c(C)nc2nc(COc3ccccc3)[nH]n2c1=O	10.4	-0.8
CCOC(=O)c1c(NC(=O)Cn2cc([N+](=O)[O-])cn2)sc2c1CCC2	-11.5	-1.3
C[C@@H]1CN([C@H](C)CO)C(=O)Cc2cc(NC(=O)CCC(F)(F)F)ccc2O[C@@H]1CN(C)C(=O)NC1CCCCC1	nt	-1.8
COc1ccc(-n2c(C)c(C(C)=O)c3cc(OCC(N)=O)ccc32)cc1	-8.8	-0.4
C[C@@H]1CN([C@H](C)CO)C(=O)Cc2cc(NS(=O)(=O)c3ccccc3)ccc2O[C@H]1CN(C)S(=O)(=O)c1ccc(Cl)cc1	3.5	-1.0
Cc1ccc(-c2nnc(SCC(=O)Nc3ccccc3F)n2C)cc1	60.1*	-0.7
COC(=O)c1cccc(O)c1C(=O)c1c(O)cc(C)cc1O	15.5	-9.7
OC(CN1CCN(c2cccc(Cl)c2)CC1)C(c1ccccc1)c1ccccc1 (configuration not stated)	nt	3.5
COc1ccc(C)cc1S(=O)(=O)N(CC(=O)O)c1ccccc1	2.4	-2.4
Cc1ccc(Cl)cc1NC(=O)CSc1nc2c(c(C(F)(F)F)c1C#N)CCCC2	-3.7	-2.7
COc1ccc(CN(C)C[C@H]2Oc3c(NC(=O)c4ccc(-c5nccs5)cc4)cccc3C(=O)N([C@H](C)CO)C[C@H]2C)cc1	-5.9	nt
CCN(CC)c1nc(Nc2ccccc2)nc(Oc2ccc(=O)[nH]n2)n1	-1.3	8.1
C[C@H](CO)N1C[C@H](C)[C@H](CN(C)Cc2ccncc2)Oc2ccc(NS(=O)(=O)c3cccs3)cc2CC1=O	nt	0.6
C[C@H]1CN([C@@H](C)CO)C(=O)Cc2cc(NC(=O)CCCN(C)C)ccc2O[C@@H]1CN(C)S(=O)(=O)c1cn(C)cn1	-6.5	nt
CC(C)NC(=O)N(C)C[C@@H]1Oc2ncc(C#CC3CC3)cc2C(=O)N([C@H](C)CO)C[C@H]1C	8.8	nt
C[C@@H]1CCCCO[C@H](CN(C)C(=O)Nc2ccccc2)[C@@H](C)CN([C@H](C)CO)C(=O)c2cc(NC(=O)CCC(F)(F)F)ccc2O1	7.3	2.6
Cc1noc(C)c1S(=O)(=O)Nc1cccc2c1O[C@H](CN(C)C)[C@H](C)CN([C@H](C)CO)C2=O	-1.1	nt
C[C@H]1CN([C@@H](C)CO)C(=O)c2cc(NC(=O)CCN3CCOCC3)ccc2O[C@H]1CN(C)Cc1ccc(C(=O)O)cc1	nt	-2.1
C[C@H](CO)N1C[C@H](C)[C@H](CN(C)C(=O)Nc2ccc3c(c2)OCO3)Oc2ccc(N(C)C)cc2C1=O	12.7	nt
C[C@@H]1CN([C@H](C)CO)C(=O)Cc2cc(NC(=O)Nc3ccccc3)ccc2O[C@H]1CN(C)S(=O)(=O)c1ccc(F)cc1	nt	1.7
C[C@@H]1CCCCO[C@@H](CN(C)CC2CC2)[C@@H](C)CN([C@H](C)CO)C(=O)c2cc(NC(=O)c3ccccc3)ccc2O1	nt	-0.2
C[C@@H]1CN([C@H](C)CO)C(=O)Cc2cc(NC(=O)Nc3ccc4c(c3)OCO4)ccc2O[C@H]1CN(C)S(=O)(=O)c1ccc(Cl)cc1	nt	3.1
C[C@@H](O)C#Cc1ccc2c(c1)O[C@@H](CN(C)Cc1ccccc1)[C@@H](C)CN([C@@H](C)CO)S2(=O)=O	-29.7	nt
C[C@H](CO)N1C[C@H](C)[C@H](CN(C)Cc2ccncc2)Oc2ccc(NS(=O)(=O)c3ccc(F)cc3)cc2CC1=O	nt	-1.0
Cc1noc(C)c1NC(=O)Nc1ccc2c(c1)CC(=O)N([C@H](C)CO)C[C@@H](C)[C@@H](CN(C)S(=O)(=O)c1ccc(F)cc1)O2	nt	-1.7
COc1ccc(NC(=O)Nc2ccc3c(c2)C(=O)N([C@H](C)CO)C[C@@H](C)[C@@H](CN(C)C)O3)cc1	-0.2	nt
C=CCN1C(=O)[C@]2(O[C@H](CCO)[C@@H]([Si](C)(C)c3ccc(OC)cc3)[C@@H]2C)c2cc(N3CCCCC3=O)ccc21	nt	0.3
C[C@H]1CN([C@@H](C)CO)C(=O)Cc2cc(NS(=O)(=O)c3cccs3)ccc2O[C@H]1CN(C)S(=O)(=O)c1ccccc1	2.3	nt
O=C(NCc1cccnc1)C1CC(c2ccc(Cl)c(Cl)c2)=NO1 (configuration not stated)	5.7	-0.7
COc1cc(NC(=O)CSc2nnc(C)s2)cc(OC)c1OC	0.3	-2.5
CNC[C@@H]1Oc2ncc(C#Cc3ccc(OC)c(OC)c3)cc2C(=O)N([C@H](C)CO)C[C@@H]1C	1.6	-1.1
Cc1noc(C)c1S(=O)(=O)N(C)C[C@H]1Oc2ccc(NC(=O)C3CC3)cc2CC(=O)N([C@H](C)CO)C[C@H]1C	nt	1.5
O=C(CSc1n[nH]c(-c2ccc(Cl)cc2Cl)n1)Nc1cccc2ccccc12	5.1	1.8
O=C1CNC(=S)N1CCc1ccccc1	nt	-0.8
COc1ccc(S(=O)(=O)Nc2ccc3c(c2)C(=O)N([C@H](C)CO)C[C@H](C)[C@@H](CN(C)S(=O)(=O)c2ccc(C)cc2)OCCCC[C@@H](C)O3)cc1	nt	-5.9
COC(=O)c1ccccc1NC(=O)CN(c1ccc(F)cc1)S(C)(=O)=O	-9.7	-3.2
C[C@H]1CN([C@@H](C)CO)C(=O)c2cccc(NS(C)(=O)=O)c2O[C@@H]1CN(C)S(=O)(=O)c1cccs1	-1.7	-0.2
C[C@@H]1CN([C@H](C)CO)C(=O)Cc2cc(NC(=O)NC3CCCCC3)ccc2O[C@@H]1CN(C)Cc1ccc(C(=O)O)cc1	1.4	3.9
COCC(=O)N(C)C[C@@H]1Oc2cc(C#CC(C)(C)O)ccc2S(=O)(=O)N([C@@H](C)CO)C[C@H]1C	11.8	nt
C[C@@H]1CN([C@@H](C)CO)C(=O)Cc2cc(NC(=O)Cc3ccccc3)ccc2O[C@@H]1CN(C)C(=O)Nc1cccc2ccccc12	nt	-2.6
CC(C)(C)c1ccc(OCC(=O)N(c2ccccn2)C2CCCCC2)cc1	-12.2	-7.1
COc1ccc(S(=O)(=O)Nc2cccc3c2O[C@H](CN(C)C(=O)Nc2cccc4ccccc24)[C@H](C)CN([C@H](C)CO)C3=O)cc1	-0.5	nt
C=CCn1c(CSc2nc(N)cc(N)n2)n[nH]c1=S	-5.1	4.6
C[C@@H]1CCCCO[C@H](CN(C)C(=O)Cc2ccccc2)[C@@H](C)CN([C@@H](C)CO)C(=O)c2cc(NC(=O)Nc3ccccc3)ccc2O1	-34.8	nt
C#CCN(C)Cc1ccccc1	-12.5	0.1
CNC[C@H]1Oc2ccc(NC(=O)NC3CCCCC3)cc2C(=O)N([C@H](C)CO)C[C@H]1C	6.6	nt
Cc1ccc(S(=O)(=O)NCCC(=O)O)cc1	-3.8	-5.3
C[C@H](CO)N1C[C@H](C)[C@H](CN(C)Cc2ccc(Oc3ccccc3)cc2)Oc2ccc(NC(=O)Nc3ccc(C(F)(F)F)cc3)cc2C1=O	nt	1.7

In a second layout: results already given
Values in the order: p53 PUMA act | STK33 kin inh
- C[C@@H]1CCCCO[C@H](CN(C)C(=O)Cc2ccccc2)[C@@H](C)CN([C@@H](C)CO)C(=O)c2cc(NC(=O)Nc3ccccc3)ccc2O1
 : -34.8 | nt
- C#CCN(C)Cc1ccccc1
 : -12.5 | 0.1
- CNC[C@H]1Oc2ccc(NC(=O)NC3CCCCC3)cc2C(=O)N([C@H](C)CO)C[C@H]1C
 : 6.6 | nt

Remaining list, next part:
SMILES	p53 PUMA act	STK33 kin inh
O=C(CSc1n[nH]c(-c2ccccc2Cl)n1)c1ccc(O)c(O)c1	13.6	-0.9
COc1ccc(NC(=O)Nc2ccc3c(c2)C(=O)N([C@H](C)CO)C[C@H](C)[C@@H](CN(C)C(=O)Nc2c(C)noc2C)OCCCC[C@@H](C)O3)cc1	nt	0.7
C[C@H](CO)N1C[C@H](C)[C@@H](CN(C)Cc2ccccc2)OCCCC[C@H](C)Oc2ccc(NS(C)(=O)=O)cc2C1=O	-4.3	nt
[N-]=[N+]=Nc1ccccc1C[C@@]1(C(=O)N2CCOCC2)N=C(c2ccc(OCCCO)cc2)O[C@@H]1c1ccccc1	nt	0.6
COC(=O)CCCCC(=O)c1[nH]c(=O)[nH]c1C	1.3	0.6
C[C@H](CO)N1C[C@H](C)[C@H](CN(C)C(=O)Nc2ccccc2)Oc2ccc(NC(=O)C3CC3)cc2C1=O	0.3	0.6
Cc1ccc2nc(S/C=C/C(=O)c3ccccc3)[nH]c2c1	nt	?
Cc1ccc(-c2nnc(SCC(=O)Nc3ccc4c(c3)oc3ccccc34)n2C)c(Cl)c1	11.5	-1.9
O=C(CSc1nnc(-c2ccc(Br)cc2)o1)Nc1ccccc1Cl	75.4*	5.8
CNC[C@H]1Oc2cc(C3=CCCC3)ccc2S(=O)(=O)N([C@H](C)CO)C[C@@H]1C	18.1	nt
CCc1ccccc1N(CC(=O)OC)S(C)(=O)=O	-5.0	1.5
Cc1noc(C)c1S(=O)(=O)Nc1ccc2c(c1)CC(=O)N([C@H](C)CO)C[C@@H](C)[C@@H](CN(C)Cc1ccncc1)O2	nt	3.9
Cc1ccc(-n2c(SCC(=O)Nc3ccc(Cl)cc3C)nnc2-c2ccccc2)cc1	-8.4	2.6
C[C@@H]1CN([C@@H](C)CO)C(=O)c2cc(NS(=O)(=O)c3cn(C)cn3)ccc2O[C@@H]1CN(C)S(=O)(=O)c1ccc(Cl)cc1	nt	1.0
Cc1ccccc1Cn1nc(C)c(NC(=O)C2CC(c3cccc(Br)c3)=NO2)c1C (configuration not stated)	-11.0	0.1
COc1ccc(NC(=O)N(C)C[C@@H]2Oc3ccc(NC(=O)Nc4ccc(F)cc4)cc3CC(=O)N([C@H](C)CO)C[C@H]2C)cc1	nt	-6.8
COc1ccc(S(=O)(=O)N(C)C[C@@H]2Oc3c(NS(C)(=O)=O)cccc3C(=O)N([C@H](C)CO)C[C@@H]2C)cc1	4.6	nt
C[C@@H]1CN([C@H](C)CO)C(=O)c2cc(-c3cccc(C#N)c3)cnc2O[C@H]1CN(C)C(=O)c1ccccn1	13.2	nt
C[C@@H]1CN([C@@H](C)CO)C(=O)Cc2cc(NC(=O)NC3CCCCC3)ccc2O[C@@H]1CN(C)S(=O)(=O)c1ccc(Cl)cc1	2.6	-0.5
CC(C)NC(=O)N(C)C[C@H]1Oc2ccc(NC(=O)CCCN(C)C)cc2C(=O)N([C@H](C)CO)C[C@@H]1C	9.2	nt
COc1ccc(CN(C)C[C@@H]2OCCCC[C@@H](C)Oc3ccc(NC(=O)Nc4c(C)noc4C)cc3C(=O)N([C@H](C)CO)C[C@H]2C)cc1	1.2	nt
C[C@@H]1CN([C@H](C)CO)C(=O)Cc2cc(NS(=O)(=O)c3cccs3)ccc2O[C@@H]1CN(C)C(=O)Nc1ccc(C(F)(F)F)cc1	nt	-1.8
C[C@@H]1CN([C@@H](C)CO)C(=O)c2cc(NC(=O)Nc3ccc(C(F)(F)F)cc3)ccc2O[C@@H]1CN(C)S(=O)(=O)c1ccccc1	nt	2.4
CNC[C@H]1OCCCC[C@H](C)Oc2ccc(N)cc2C(=O)N([C@H](C)CO)C[C@@H]1C	4.2	nt
C[C@@H]1CN([C@H](C)CO)C(=O)c2cc(-c3cccc(C(=O)N(C)C)c3)cnc2O[C@H]1CN(C)S(=O)(=O)c1cccc(F)c1	1.0	nt
COc1cc2c(cc1NC(=S)NCc1ccco1)oc1ccccc12	25.2	-0.6

Compound activity deposited in PubChem by Broad Institute.
